Abeta yeast res = restores growth of yeast expressing A-beta42 peptide | yeast expressing A-beta42, growth rescue, OD600, 48 h; response scale: 0% DMSO, 100% iron-clioquinol control | Potency, µM (doses to about 46.1 µM), inactives show at the highest dose growth rescue, most hits filed as activators | 410,000 compounds, 0.063% hits; further: potency means the concentration at half of the fitted maximal effect; nearly all actives have a fitted effect of over 55% in size
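Yeast growth medium received pinned compounds, then yeast cells expressing toxic A-beta were added; plates incubated at 30 C for 48 hr. Growth read as absorbance at 600 nm, normalized to DMSO and equimolar FeCl3 plus clioquinol controls.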
TDP-43 yeast inh = rescues yeast growth from TDP-43 toxicity; AID 652104; 410,000 compounds, 1.8% hits; Potency, µM (highest dose often 46.1 µM), for inactives: top-dose growth rescue (activation), usual class: activators; TDP-43 expressing yeast growth rescue, BacTiter-Glo, 24 h; further: potency means the concentration at half of the fitted maximal effect; % of control where 0% means no effect; nearly all actives have a fitted effect of over 50% in size
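In this qHTS, compounds that restore growth of yeast expressing TDP-43 appear as activators. Cells (OD600=0.02, galactose medium, raffinose-pregrown) are incubated with compound 24 hr at 30 deg C and growth is quantified by BacTiter-Glo.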
aSyn rescue = alpha-synuclein toxicity inhibition in yeast. 370,000 compounds, 0.14% hits. Potency, µM (series often up to 46.1 µM), for the others: top-dose growth rescue (activation), usual class: activators. Yeast expressing alpha-synuclein, growth rescue, BacTiter-Glo, 24 h; further: potency means the concentration at half of the fitted maximal effect; % of control where 0% means no effect; nearly all actives have a fitted effect of over 65% in size
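Galactose-induced alpha-syn yeast (OD600=0.02, raffinose-pregrown) + pinned cpd, 24 hr, 30 deg C; growth by BacTiter-Glo luminescence. Growth restoration scores as activation.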
FUS yeast rescue = FUS proteinopathy suppression in yeast; S. cerevisiae FUS-expressing, growth rescue, OD600, 24 h; Potency, µM (titrated, usually from 76.6 µM), for the others: at the top dose growth rescue (activation), usual class: activators; 390,000 compounds, 0.24% hits; AID 1347120;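 further: potency means the concentration at half of the fitted maximal effect; plate controls were DMSO vehicle for no effect and reference control for full effect; nearly all actives have a fitted effect of over 55% in size; some results filed as inactive show a strong effect at the top dose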
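Restored growth of FUS-toxic S. cerevisiae, read as 600 nm absorbance after 24 h at 30C in galactose medium (starting OD 0.005). Controls CP55940 and DMSO.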
Akt phos inh = inhibitors of Akt phosphorylation. Neuro2A IGF-stimulated pAkt S473 HTRF, 20 min; stronger effect = lower value. activity change, % for hits at 50 µM. 360,000 compounds, 0.32% hits; in the data active means activity change below about -80%; inconclusive means mostly about -51% to -80%; further: on the % scale 0 is the no-effect control and ±100 the full control effect
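Neuro2A cells in DMEM with 0.5% FBS, overnight at 37 deg C, given compound at single 50 µM final, then IGF (6 nM final) for 20 min at 37 deg C. Lysed; phospho-Akt Ser473 by HTRF after 24 h, 665/615 ratio.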
HEK293 tox = cytotoxicity counter-screen for GLP-1 receptor inverse agonists | HEK293 cAMP-luciferase reporter cells, luminescence, 24 h | Potency, µM (titrated, usually from 38.3 µM), for the others: at the highest dose activity change, negative = inhibition, hits mostly inhibitors | 410,000 compounds, 0.13% hits | AID 624418;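 further: loss of luciferase light is scored as toxicity; potency means the concentration at half of the fitted maximal effect; on the % scale 0 is the no-effect control and ±100 the full control effect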
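Luminescence readout: signal drop marks cytotoxicity. Plated cells grew 12 h at 37 °C, 5% CO2, received 23 nL compound for 24 h, then got luciferase reagent, read after 12 min at RT.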
GLP1R inv ag = acts as inverse agonist at human GLP-1 receptor | AID 624417 | Potency, µM (titrated, usually from 38.3 µM), inactives show top-dose activity change, negative = inhibition, actives largely listed as inhibitors | 410,000 compounds, 1.6% hits | HEK293 GLP-1R CRE-luciferase, luminescence, 24 h; GLP-1R form is constitutively active; further: potency means the concentration at half of the fitted maximal effect; on the % scale 0 is the no-effect control and ±100 the full control effect; nearly all actives have a fitted effect of over 55% in size
Target sequence (P43220 whole entry, looked up): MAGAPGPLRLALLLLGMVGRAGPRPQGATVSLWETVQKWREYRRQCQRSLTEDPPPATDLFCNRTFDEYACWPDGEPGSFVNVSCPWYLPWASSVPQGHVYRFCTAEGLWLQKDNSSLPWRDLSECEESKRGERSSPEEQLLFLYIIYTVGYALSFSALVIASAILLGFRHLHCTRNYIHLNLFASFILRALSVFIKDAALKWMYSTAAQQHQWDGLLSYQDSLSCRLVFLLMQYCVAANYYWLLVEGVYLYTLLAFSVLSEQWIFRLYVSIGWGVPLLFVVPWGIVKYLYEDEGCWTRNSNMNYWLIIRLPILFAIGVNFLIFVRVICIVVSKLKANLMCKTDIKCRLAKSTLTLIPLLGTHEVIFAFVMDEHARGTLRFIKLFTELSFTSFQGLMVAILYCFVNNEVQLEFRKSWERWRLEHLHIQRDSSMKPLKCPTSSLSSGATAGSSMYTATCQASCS
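GLP-1R inverse agonism mode: basal reporter luminescence in engineered HEK293 cells measured after one day of compound exposure at 37 deg C, with a 12 min room-temperature detection step.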
MmCpn inh = M. maripaludis TRiC chaperonin inhibition; 330,000 compounds, 0.031% hits; purified Mm-Cpn ATPase, ADP Transcreener TR-FRET; Potency, µM (series often up to 76.9 µM), for the others: top-dose activity, negative = inhibition, most hits filed as inhibitors; further: potency means the concentration at half of the fitted maximal effect; on the % scale 0 is the no-effect control and ±100 the full control effect; nearly all actives have a fitted effect of over 80% in size
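Eu-cryptate anti-ADP/ADP-d2 competition gives a ratio inversely related to ADP. Enzyme at 25 nM was pre-exposed to compound for 10 min, then given 10 uM ATP for 30 min, 37°C throughout.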
PTHR1 agonist = agonists of human PTHR1 parathyroid hormone receptor. 410,000 compounds, 0.075% hits. HEK293 GP2 PTHR1 cells, GloSensor cAMP luminescence, 1 h. AID 743266. Potency, µM (top dose mostly 115 µM), for the others: at the top dose activation, actives largely listed as activators; further: potency means the concentration at half of the fitted maximal effect; nearly all actives have a fitted effect of over 55% in size; some results filed as inactive show a strong effect at the top dose; inactives centre near -15; many of its hits are not listed in these tables
Target sequence (Q03431 whole entry, looked up): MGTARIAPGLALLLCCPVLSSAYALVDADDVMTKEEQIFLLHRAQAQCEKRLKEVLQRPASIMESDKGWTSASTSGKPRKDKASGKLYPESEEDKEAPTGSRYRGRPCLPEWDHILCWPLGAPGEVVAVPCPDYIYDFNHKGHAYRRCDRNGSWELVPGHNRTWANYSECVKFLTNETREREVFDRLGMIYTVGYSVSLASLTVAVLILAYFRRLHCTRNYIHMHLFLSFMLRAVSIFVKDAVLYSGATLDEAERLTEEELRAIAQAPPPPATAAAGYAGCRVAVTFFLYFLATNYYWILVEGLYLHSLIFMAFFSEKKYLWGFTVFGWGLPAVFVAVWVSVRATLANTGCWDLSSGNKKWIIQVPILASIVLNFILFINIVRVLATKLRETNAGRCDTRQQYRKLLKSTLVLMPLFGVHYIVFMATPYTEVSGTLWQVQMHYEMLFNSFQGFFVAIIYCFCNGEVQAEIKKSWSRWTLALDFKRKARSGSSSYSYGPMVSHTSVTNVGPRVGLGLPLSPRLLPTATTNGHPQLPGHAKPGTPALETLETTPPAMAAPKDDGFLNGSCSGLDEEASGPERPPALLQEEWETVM
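HEK-293-derived GP2 cells expressing PTHR1 and a GloSensor cAMP reporter, 3,000/well, plated overnight, given luciferin plus IBMX (each 0.5 mM as added) for 1 h at 37 °C, then compound for 1 h at 37 °C. Luminescence was read after 15 min at room temperature.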
Starred values were filed as active, the others as inactive; i = inactive; ? = inconclusive; · = no result given; [ ] = another dose, or the depositor's remark. Unless noted, the call rests on the fitted dose curve; in most records, active means well fitted curve in the direction sought with a large enough effect; inconclusive means small, poorly fitted or top-dose-only effect, or another doubt; inactive means no such curve, though single readings can be large; an effect the other way counts as inactive or inconclusive. The list is partial; rates above refer to the full screens.

Preview:
SMILES	MmCpn inh	aSyn rescue	TDP-43 yeast inh	FUS yeast rescue	Akt phos inh	Abeta yeast res	HEK293 tox	PTHR1 agonist	GLP1R inv ag
CCCOc1ccc(CNCCCOCC)cc1OC	-0.1%	1.8%	3.0%	-3.7%	i	18.5%	-2.9%[0.307 µM]	-17.4%	-7.2%[0.307 µM]
O=C(c1cnn2c(C(F)(F)F)cc(-c3cccs3)nc12)N1CCN(C(c2ccccc2)c2ccccc2)CC1	-1.3%	0.5%	11.6%	15.6%	i	-11.0%	12.0%	-13.4%[57.5 µM]	?
Cc1ccc(C)c(N(CC(=O)N(C)C)S(C)(=O)=O)c1	-0.2%	-3.4%	-1.6%	17.2%	i	4.6%	-1.6%	-20.4%[57.5 µM]	22.0%
COC(=O)[C@@]1(Cc2ccc(OC)cc2)[C@H]2c3cc(C(=O)N4CCCC4)n(Cc4ccccn4)c3C[C@H]2CN1C(=O)c1ccccc1	·	3.5%	-0.5%	?	i	-10.1%	2.9%	-63.9%	4.3%

Main list, from the start:
SMILES	MmCpn inh	aSyn rescue	TDP-43 yeast inh	FUS yeast rescue	Akt phos inh	Abeta yeast res	HEK293 tox	PTHR1 agonist	GLP1R inv ag
CCCOc1ccc(CNCCCOCC)cc1OC	-0.1%	1.8%	3.0%	-3.7%	i	18.5%	-2.9%[0.307 µM]	-17.4%	-7.2%[0.307 µM]
O=C(c1cnn2c(C(F)(F)F)cc(-c3cccs3)nc12)N1CCN(C(c2ccccc2)c2ccccc2)CC1	-1.3%	0.5%	11.6%	15.6%	i	-11.0%	12.0%	-13.4%[57.5 µM]	?
Cc1ccc(C)c(N(CC(=O)N(C)C)S(C)(=O)=O)c1	-0.2%	-3.4%	-1.6%	17.2%	i	4.6%	-1.6%	-20.4%[57.5 µM]	22.0%
COC(=O)[C@@]1(Cc2ccc(OC)cc2)[C@H]2c3cc(C(=O)N4CCCC4)n(Cc4ccccn4)c3C[C@H]2CN1C(=O)c1ccccc1	·	3.5%	-0.5%	?	i	-10.1%	2.9%	-63.9%	4.3%
O=C(N1CCCC1)n1c(Cc2ccccc2)nc2ccccc21	-3.7%	3.7%	15.2%	1.5%	i	18.6%	6.0%	i	?
COc1cccc(-c2nc(CS(=O)(=O)CC(=O)NCCCN3CC(C)CC(C)C3)c(C)o2)c1 (stereo unspecified)	0.1%	-7.6%	-1.0%	-0.2%	i	3.7%	?	-3.2%	?
CC(C)Cc1nnc(NC(=O)CCC(=O)Nc2ccccc2F)s1	-0.2%	1.1%	13.7%	-28.4%	i	-6.6%	4.7%	i	19.2%
CS(=O)(=O)N1CCN(c2ccccc2NC(=O)c2ccc3c(c2)OCCO3)CC1	0.8%	-2.6%	-13.2%	?	i	1.9%	5.7%	i	7.9%
CCN(CC(=O)NCc1ccc(Cl)cc1)C(=O)Cc1ccc(OC)cc1	0.3%	5.0%	1.9%	0.9%	i	11.3%	-11.0%	i	?
COc1ccc(NC(=O)CN(C)C(=O)c2c(C)nn(-c3ccccc3)c2Cl)cc1	4.4%	-2.0%	5.8%	6.8%	i	10.1%	-2.4%	-6.0%	-19.6%
CSCCC(NC(N)=O)C(=O)Nc1cccc(S(=O)(=O)N2CCOCC2)c1 (stereo unspecified)	1.2%	2.5%	17.5%	0.4%	i	1.9%	-20.4%	-21.0%	-7.7%
CCOC(=O)c1ccc(NC(=S)N(CCCN2CCCC2)Cc2cccs2)cc1	2.2%	4.9%	-19.7%	-2.3%	i	-10.0%	?	-12.3%	2.82µM*
c1ccc(-n2ncc3c(NCc4cccnc4)ncnc32)cc1	1.3%	-1.6%	7.9%	-3.0%	i	-5.5%	-4.0%	i	14.1%
Cc1n[nH]c(=O)c2c(NC(=O)CSc3nnnn3-c3ccccc3)oc(C)c12	2.1%	-2.7%	3.9%	13.7%	i	6.4%	-0.4%	-37.9%[inhibitor]	8.3%
O=C(COC(=O)c1ccccc1Br)NCc1cccs1	2.8%	0.5%	21.2%	·	i	-17.7%	4.1%	i	-6.6%

Reprinted from the part before: two entries; new compounds follow.
SMILES	MmCpn inh	aSyn rescue	TDP-43 yeast inh	FUS yeast rescue	Akt phos inh	Abeta yeast res	HEK293 tox	PTHR1 agonist	GLP1R inv ag
Cc1n[nH]c(=O)c2c(NC(=O)CSc3nnnn3-c3ccccc3)oc(C)c12	2.1%	-2.7%	3.9%	13.7%	i	6.4%	-0.4%	-37.9%[inhibitor]	8.3%
O=C(COC(=O)c1ccccc1Br)NCc1cccs1	2.8%	0.5%	21.2%	·	i	-17.7%	4.1%	i	-6.6%
O=C(O)C1=C(Nc2ccccc2)OCC1=O	-1.6%	-2.6%	-16.0%	15.8%	i	7.1%	0.1%	-17.2%	13.7%
COc1ccc(C2=NS(=O)(=O)N(C)C(C(=O)N3CCC(C)CC3)=C2)cc1	0.0%	-3.0%	5.6%	-10.3%	i	0.5%	?	i	-11.2%
N[C@@H](Cc1ccccc1)c1nnc(SCc2ccccc2Cl)o1	0.5%	9.0%	11.7%	9.5%	i	11.9%	?	i	0.0%
CCCCCCN1N=C(C)C(C(=O)c2ccc(Cl)cc2)C1=O (stereo unspecified)	?	9.8%	-39.2%[inhibitor]	8.4%	i	-93.4%[inhibitor]	-16.5%	-14.4%	?
Cc1ccnc2nc(C(=O)OCC(=O)c3ccc(NC(=O)CC(C)C)cc3)nn12	-4.1%	1.6%	-7.3%	36.6%	i	5.1%	-4.7%	i	8.6%
C=CCn1c(=O)c(C(=O)Nc2ccccc2S(N)(=O)=O)c(O)c2ccccc21	0.1%	-11.0%	0.8%	21.9%	i	-11.7%	7.9%[7.66 µM]	-20.8%	8.2%[7.66 µM]
CCOc1ccc(CCNC(=O)c2ccc(CS(=O)(=O)Cc3ccccc3Cl)o2)cc1OCC	·	·	-2.3%	36.2%	·	-3.9%	1.3%	-91.0%[inhibitor]	-17.3%
COc1ccccc1C(=O)Nc1cccc(C(=O)N2CCOCC2)c1	0.0%	7.3%	-30.7%[inhibitor]	·	i	-11.4%	7.9%	-24.7%	9.4%
CCCCNC(=O)C1=C(N)C(C(=O)Nc2ccc(C)c(S(=O)(=O)N3CCCCC3)c2)SC1=Nc1ccc(C)cc1C (stereo unspecified)	-12.7%	-1.2%	23.4%	·	i	5.6%	8.7%	i	12.6µM*
Cc1onc(-c2c(F)cccc2Cl)c1C(=O)NCCO	-1.6%	0.8%	-2.1%	-26.1%	i	3.1%	1.3%	i	18.7%
CCOC(=O)c1ccc(NC(=O)C2C3CCC(C3)C2C(=O)O)cc1 (stereo unspecified)	1.0%	-0.9%	-10.3%	17.1%	i	25.5%	-9.6%	-8.3%[57.5 µM]	9.7%
Cc1cc([N+](=O)[O-])nn1CC(=O)Nc1nc2ccccc2s1	2.1%	5.5%	-4.0%	-5.6%	i	1.2%	1.4%	-18.2%	-16.3%
CCn1cc(CNC(=O)CSc2nc(-c3ccc(OC)c(OC)c3)cc(C(F)(F)F)n2)c(C)n1	-2.7%	-4.7%	-11.4%	25.8%	i	-11.5%	8.3%	14.2%	53.2%[activator]
COc1cccc(-c2nc(CS(=O)CC(=O)NC(C)CCc3ccccc3)c(C)o2)c1 (stereo unspecified)	0.8%	10.8%	6.4%	27.8%	i	·	8.1%	-5.5%	?
Cc1cc(O)c(/C=N/Nc2ccc(F)cc2)c(=O)o1	-1.0%	20.2%	11.1%	9.8%	i	-29.0%	?	i	1.78µM*
COc1cccc(-n2ccnc2SCC(=O)Nc2cc(OC)ccc2OC)c1	4.5%	-8.8%	14.7%	-12.8%	i	-31.0%[inhibitor]	63.0%[activator]	-19.8%	-17.7%
COC(=O)c1c(C)noc1-c1ccc(Cl)cc1	1.2%	12.9%	27.1%	-5.2%	i	-1.5%	-2.2%	i	6.1%
CCC(=O)c1c[nH]c(C(=O)NCCc2ccccn2)c1	0.7%	1.6%	26.6%	-8.4%	i	12.9%	7.6%	i	15.6%
CCOC(=O)C1(CCOc2ccccc2)CCN(Cc2cnc(C)[nH]2)CC1	0.1%	9.8%	-3.2%	14.4%	i	-19.6%	-2.0%	-6.4%	?
CCn1c(SCC(=O)N/N=C/c2cccs2)nc2ccccc21	0.9%	11.4%	0.6%	5.1%	i	-13.2%	-9.3%	-9.4%	-24.7%
Cc1ccc(/C=C/S(=O)(=O)NCC(=O)OCC(=O)N2CC(=O)Nc3ccccc32)cc1	-2.5%	3.3%	-7.3%	-7.3%	i	11.4%	-10.6%	i	9.3%
Cn1c(=O)[nH]c(=O)c2c1nc(Br)n2Cc1ccc(Cl)cc1	·	-1.0%	?	-18.7%	i	0.9%	-5.5%	-15.9%	42.3%[activator]
CCOc1ncccc1C(=O)NCc1ccc(OC)cc1	-1.7%	1.7%	4.6%	4.1%	i	-5.2%	-19.3%	-17.0%[57.5 µM]	0.0%
CCOC(=O)c1c(C)n(C)c2ccc(OCC(O)CN(CC)CC)cc12 (stereo unspecified)	-3.1%	-6.3%	6.0%	-16.6%	i	-11.0%	-1.4%	-27.3%	?
Cc1noc(C)c1-c1ccc(C(=O)Nc2cccc(NS(C)(=O)=O)c2)c2occc12	·	-6.2%	0.0%	22.0%	i	-13.1%	-6.3%	-3.5%	-11.5%

Assay outcomes as filed in PubChem BioAssay.
